# Screening data from PubChem.
# N370S GC mod = qHTS Assay for Inhibitors and Activators of N370S glucocerebrosidase as a Potential Chaperone Treatment of Gaucher Disease; Potency, µM (top dose mostly 59.4 µM), inactives show at the top dose activity change, negative = inhibition, most hits filed as inhibitors; Lysosomal acid glucosylceramidase (Homo sapiens), P04062; N370S GC spleen homogenate, 4MU-glucoside fluorescence; 330,000 compounds, 0.092% hits; AID 2101, 2009;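 also: 0% = full enzyme activity and -100% = no enzyme basal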
# FEN1 inhibitor = qHTS Assay for the Inhibitors of Human Flap endonuclease 1 (FEN1); AID 588795, 2011; Recombinant FEN1 flap cleavage, fluorescence, 15 min; P39748; Potency, µM (doses to about 114 µM), for the others: top-dose activity change, negative = inhibition, most hits filed as inhibitors; 390,000 compounds, 0.35% hits; also: nearly all actives have a fitted effect of over 65% in size
# Target sequence (P39748 whole entry, looked up): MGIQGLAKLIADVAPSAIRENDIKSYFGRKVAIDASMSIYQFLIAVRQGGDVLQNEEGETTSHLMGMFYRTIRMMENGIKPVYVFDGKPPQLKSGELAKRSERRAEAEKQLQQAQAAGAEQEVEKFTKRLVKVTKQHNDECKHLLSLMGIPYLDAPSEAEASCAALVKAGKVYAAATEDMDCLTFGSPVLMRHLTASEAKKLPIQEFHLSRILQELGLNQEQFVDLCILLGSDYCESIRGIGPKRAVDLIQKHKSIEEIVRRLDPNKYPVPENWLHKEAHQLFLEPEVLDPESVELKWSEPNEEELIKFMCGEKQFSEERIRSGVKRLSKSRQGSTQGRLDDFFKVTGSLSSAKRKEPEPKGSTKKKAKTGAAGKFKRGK
#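 FEN1 at 10 nM preincubated with compounds 15 min at room temperature, then flap DNA substrate added at 50 nM final. Signal read at 0 and 15 min; concentration-response fitted with four-parameter Hill equation.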
# GCN5L2 inh = qHTS Assay for Inhibitors of GCN5L2 | Histone acetyltransferase KAT2A (Homo sapiens), Q92830 | GCN5L2 HAT assay, ThioGlo1 CoA-SH fluorescence | Potency, µM (doses to about 58.9 µM), without a hit: at the highest dose activity change, negative = inhibition, most hits filed as inhibitors | 390,000 compounds, 0.21% hits | AID 504327, 2011
#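 Preincubate 20nM GCN5L2 with compound 15 min, RT → add 50uM ThioGlo1 + 75uM H3(1-25) + 70uM acetyl-CoA → read fluorescence 0 and 20 min. Primary qHTS; fluorescent artifacts likely.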
# Numbers without * were called inactive; ? = inconclusive; / = no result given. Calls follow the shape of the dose curve; as a rule, active = well fitted curve in the direction sought with a large enough effect; inconclusive = small, poorly fitted or top-dose-only effect, or another doubt; inactive = no such curve, though single readings can be large; an effect the other way counts as inactive or inconclusive. Unless noted, % is scaled to controls: 0 for no effect and ±100 for the full control effect; potency is read from the fitted curve at half-maximal effect.
# Results follow in this order: N370S GC mod | FEN1 inhibitor | GCN5L2 inh
CCOc1ccc(CCNC(=O)COC(=O)c2cc(OC)c(OC)cc2[N+](=O)[O-])cc1OCC
  0% | -6% | -1%
O=S(=O)(c1cccc2cccnc12)N(CCO)CCO
  6% | -4% | -2%
C=CCn1nnnc1SCC(=O)Nc1cccc(OC)c1
  -3% | 3% | 3%
CC(=O)c1cccc(NC(=O)C2CCCN(S(=O)(=O)c3cccc4cccnc34)C2)c1 (centres undefined)
  -2% | -19% | -7%
COc1ccc(S(=O)(=O)N2CCN(C(=O)c3ccc([N+](=O)[O-])o3)CC2)cc1
  -5% | 0% | -2%
CCCOc1ccc(CNC(=O)CCCn2ncn3c(cc4sc(CC)cc43)c2=O)cc1
  / | -3% | -3%
Cc1cccn2c(=O)c3cc(C(=O)NCC4CCCO4)c(=N)n(CC4CCCO4)c3nc12 (centres undefined)
  ? | -8% | -10%
CCOc1ccc(NC(=O)[C@@H](NC(=O)c2ccccc2Br)C(C)C)cc1
  / | 1% | -7%
O=[N+]([O-])c1cc(S(=O)(=O)C(F)(F)F)ccc1N1CCN(c2ccccc2)CC1
  -18% | -2% | -8%
CC(C)OC(=O)Cn1nc(C(F)(F)F)c2c1CCCC2
  -1% | -1% | -5%
Cc1ccccc1OCC(=O)OCC(=O)NCC1CCCO1 (centres undefined)
  3% | -7% | 3%
COc1ccccc1N(C)S(=O)(=O)c1ccc(C(=O)N(CC(N)=O)C(C)C)cc1
  2% | -8% | 0%
O=C(NC1CC1)c1sc2cc([N+](=O)[O-])ccc2c1Cl
  2% | -1% | -1%
CCN=C1S/C(=C\c2cn(CC)c3ccccc23)C(=O)N1CC
  ? | -25% | -7%
CCCN(CCC)CCNC(=S)Nc1ccc2nc3n(c(=O)c2c1)CCCCC3
  -12% | 1% | -3%

# Later entries.
# Results follow in this order: N370S GC mod | FEN1 inhibitor | GCN5L2 inh
COc1ccc(F)cc1Cn1nc(C(=O)O)c2ccccc2c1=O
  -10% | -10% | 1%
COc1ccccc1C(=O)CC(=O)C(=O)Nc1cccc([N+](=O)[O-])c1C
  -7% | ? | -1%
c1ccc(-c2nc(CSc3n[nH]c(-c4cccs4)n3)cs2)cc1
  7% | -15% | -19%
Cc1ccc2c(c1)cc(CN(Cc1cccnc1)C(=O)NCc1ccccc1)c1nnnn12
  -6% | -4% | -8%
COC(=O)c1c(C)nn(-c2ccccc2)c1-n1cccc1
  6% | -4% | -4%
CCOc1ccc(-c2nc(-c3ccncc3)no2)cc1OCC
  -2% | -6% | -3%
O=S(=O)(c1ccc(S(=O)(=O)N2CCN3CCCC3C2)cc1)N1CCCC1 (centres undefined)
  2% | 3% | -15%
Cc1ccc(NC(=O)C(Cc2ccccc2)NS(=O)(=O)c2ccc3c(c2)oc(=O)n3C)c(Cl)c1 (centres undefined)
  / | -18% | -7%
O=C(Nc1ccc2c(c1)OCO2)C(c1ccccc1)N1CCCCC1 (centres undefined)
  0% | -14% | -4%
FC(F)(F)c1cc(C(F)(F)F)c2ccc(N3CCN(c4ncccn4)CC3)nc2n1
  11% | 11% | -5%
CCCN1C(=O)C(O)(C/C(C)=N/O)c2ccccc21 (centres undefined)
  -10% | -1% | 3%
CCC(=O)Nc1cc(C)c(NC(=O)c2ccccc2OC)cn1
  -9% | 1% | -2%
O=C(NCc1ccco1)C1CCC(CNS(=O)(=O)c2cccc3cccnc23)CC1 (centres undefined)
  6% | -2% | 2%
Cc1nc2ccc(S(=O)(=O)c3ccc4nc(C)[nH]c4c3)cc2[nH]1
  -1% | -1% | 0%
Cc1cccc(NS(=O)(=O)c2ccc3oc(=O)c4ncn(C)c4c3c2)c1C
  / | 11% | 15%

# (more compounds)
# Results follow in this order: N370S GC mod | FEN1 inhibitor | GCN5L2 inh
Cc1nnc(SCC(=O)Nc2cccc(S(N)(=O)=O)c2)n1-c1ccccc1
  -5% | -4% | -4%
Cc1c(F)cccc1NC(=O)c1ccc2c(c1)CCN2S(C)(=O)=O
  0% | 20% | -7%
CCOC(=O)C1CCN(C(=O)c2ccc(C)o2)CC1
  / | 1% | -3%
CN1CCN(C(=O)/C(=C/c2cccs2)NC(=O)c2cccs2)CC1
  -1% | 6% | 3%
N#Cc1nc(COc2ccc(Br)cc2)oc1N1CCN(Cc2ccccc2)CC1
  2% | -3% | -12%
CC/C(=N\NC(=O)c1c(C)nc2ccccn12)c1ccc(Cl)cc1
  -10% | 2% | -2%
CCOc1ccccc1C(=O)Oc1cc(C)[nH]c(=O)c1[N+](=O)[O-]
  -19% | -6% | 3%
CCS(=O)(=O)c1ncc(N(Cc2ccco2)Cc2sccc2C)c(C(=O)Nc2ccc(C)cc2C)n1
  / | 15% | -1%
O=C(N/N=C/c1ccc(O)cc1)c1cc(C2CC2)[nH]n1
  -7% | -11% | -7%
COc1ccc(NC(=O)c2ccc3ccccc3n2)cc1S(=O)(=O)Nc1ccccc1Cl
  5% | -1% | -6%
CC(C)C(CCN1C(=O)CCC1=O)C1CCOC(C)(C)C1 (centres undefined)
  5% | 0% | ?
COc1ccc(-c2nnc(NC(=O)c3c(OC)cccc3OC)s2)cc1
  -18% | -4% | -12%
CSCCC(NC(=O)C1CC1)c1nc2ccccc2[nH]1 (centres undefined)
  -1% | -4% | -4%
COC(=O)COc1ccc(=O)n(-c2ccccc2)n1
  -6% | 10% | -8%
CC(=O)Nc1ccc(N2CCOCC2)c(C(=O)Nc2cccc(C)c2)c1
  10% | 3% | 0%

# For reference, 2 of the compounds above.
# Results follow in this order: N370S GC mod | FEN1 inhibitor | GCN5L2 inh
COC(=O)COc1ccc(=O)n(-c2ccccc2)n1
  -6% | 10% | -8%
CC(=O)Nc1ccc(N2CCOCC2)c(C(=O)Nc2cccc(C)c2)c1
  10% | 3% | 0%

# Returning to the listing; the 5 compounds before the break are reprinted first.
# Results follow in this order: N370S GC mod | FEN1 inhibitor | GCN5L2 inh
CC(C)C(CCN1C(=O)CCC1=O)C1CCOC(C)(C)C1 (centres undefined)
  5% | 0% | ?
COc1ccc(-c2nnc(NC(=O)c3c(OC)cccc3OC)s2)cc1
  -18% | -4% | -12%
CSCCC(NC(=O)C1CC1)c1nc2ccccc2[nH]1 (centres undefined)
  -1% | -4% | -4%
COC(=O)COc1ccc(=O)n(-c2ccccc2)n1
  -6% | 10% | -8%
CC(=O)Nc1ccc(N2CCOCC2)c(C(=O)Nc2cccc(C)c2)c1
  10% | 3% | 0%
O=C(Nc1cccc(S(=O)(=O)C(F)F)c1)c1ccc(S(=O)(=O)N2CCCC2)cc1
  2% | 5% | -12%
COCCNC(=S)N1CCC(C(=O)c2ccc3c(c2)OCCO3)CC1
  -6% | 2% | -2%
COc1cccc(C(C(=O)NC2CCCC2)N(C(=O)c2ccco2)C2CC2)c1OC (centres undefined)
  3% | 7% | -7%
COc1cc(/C=C/C(=O)O)ccc1OS(=O)(=O)c1c(C)c(C)cc(C)c1C
  / | -13% | 1%
O=C(NCc1ccccc1)c1cccnc1N1CCOCC1
  -4% | 8% | -1%
CSc1nc(N2CCOCC2)cc(N2CCOCC2)n1
  -1% | 3% | -14%
CCOc1ccccc1-c1nc(C(N)=O)c2c(n1)n(-c1ccc3c(c1)OCO3)c(=O)n2C
  / | 1% | -1%
CN(Cc1ccccc1)C(=O)c1ccccc1NC(=O)C1=CSCCO1
  -29% | -14% | -22%
COC(=O)C1CCN(C(=O)COC(=O)Cc2c[nH]c3ccccc23)CC1
  -5% | -4% | -2%
CCC(C)NC(=O)c1ccc(-n2c(-c3ccccc3)cc3c2CCCC3)cc1 (centres undefined)
  / | 4% | -4%
O=C(Cn1c(=O)n(Cc2ccco2)c(=O)c2cccnc21)Nc1ccccc1F
  / | -1% | -10%
Cc1[nH]c2ccccc2c1C(=O)CSc1ccc(Cl)cc1
  -4% | 5% | -4%
CCOCCCNC(=O)CCN1C(=O)c2ccccc2Sc2ncccc21
  -6% | 11% | 1%
O=C(CCl)N1CCN(C(=O)C2COc3ccccc3O2)CC1 (centres undefined)
  / | -3% | 0%
CCOC(=O)C(=O)Nc1cc(C)on1
  2% | -2% | -2%

# Complete entries as entered above.
# `CCOc1ccc(CCNC(=O)COC(=O)c2cc(OC)c(OC)cc2[N+](=O)[O-])cc1OCC` reads N370S GC mod = 0%; FEN1 inhibitor = -6%; GCN5L2 inh = -1%
# `COC(=O)COc1ccc(=O)n(-c2ccccc2)n1` reads N370S GC mod = -6%; FEN1 inhibitor = 10%; GCN5L2 inh = -8%

# Some of these compounds in order of number of heavy atoms, high to low.
# Results follow in this order: N370S GC mod | FEN1 inhibitor | GCN5L2 inh
COCCNC(=S)N1CCC(C(=O)c2ccc3c(c2)OCCO3)CC1
  -6% | 2% | -2%
CSc1nc(N2CCOCC2)cc(N2CCOCC2)n1
  -1% | 3% | -14%
CCOC(=O)C(=O)Nc1cc(C)on1
  2% | -2% | -2%

# (listing goes on)
# Results follow in this order: N370S GC mod | FEN1 inhibitor | GCN5L2 inh
CN(C)c1ccc(P(=O)(Nc2cccc(C(F)(F)F)c2)N2CCOCC2)c(NC(=O)c2cccs2)c1 (centres undefined)
  1% | -2% | -9%
Cc1ccc(-c2noc(CN3CCN(Cc4ccccc4)CC3)n2)cc1
  6% | -7% | -6%
COc1ccc(N(CC(=O)NCc2ccccc2Cl)S(=O)(=O)c2c(C)nn(C)c2C)cc1
  / | -9% | 0%
Cc1nn(-c2ccccc2)c(Cl)c1/C=N/NC(=O)c1ccc(NS(=O)(=O)c2cccs2)cc1
  -2% | / | -20%
COc1cc2c(cc1OC)C(c1ccncc1)CC(=O)N2 (centres undefined)
  1% | 4% | -1%
COc1cc(/C=N/NC(=S)NCCc2ccccc2)cc(OC)c1OC
  0% | -4% | -11%
Cc1cccc(NC(=O)CCn2cnc3ccccc3c2=O)c1
  / | 13% | 15%
COc1ccc(N2CCn3c2nc2c3c(=O)n(CCCc3ccccc3)c(=O)n2C)cc1
  -22% | / | 2%
COc1cccc(N2CCN(CC(=O)Nc3ccc(-n4cnnn4)cc3)CC2)c1
  -2% | -4% | -5%
CCn1c(SC(C)C(=O)Nc2ccc3c(c2)OCCO3)nnc1C1CC1 (centres undefined)
  / | -16% | 2%
Cc1cc(OCC(=O)OCC(=O)c2ccc[nH]2)ccc1Cl
  1% | -2% | -28%
O=C(CSc1nnc(CNC(=O)c2ccc(F)cc2)o1)NCc1ccc(F)cc1
  -3% | 5% | -18%
O=C(CN1CCN(C(=O)N2CCOCC2)CC1)Nc1ccc(Br)cc1
  -8% | 1% | /
CCc1ccc(NC(=S)Nc2cc(OC)c(NC(=O)C(C)C)cc2OC)cc1
  3% | -15% | -2%
CC(=O)Nc1ccc(C(=O)CSc2cc(C)c3cccc(C)c3n2)cc1
  1% | -15% | -4%

# Continuation.
# Results follow in this order: N370S GC mod | FEN1 inhibitor | GCN5L2 inh
Cc1cc(CSc2ccccc2)ccc1NC(=O)COc1ccccc1
  0% | -12% | -11%
COc1ccccc1OCC(=O)Nc1cc(Cl)ccc1Oc1ccccc1
  ? | -1% | -8%
CC1=CC2=C(OC1N(C)C)c1cccc3cccc(c13)C2=O (centres undefined)
  -15% | ? | -24%
FC(F)(F)c1cccc(CON=C2CCN(c3ncc(C(F)(F)F)cc3Cl)CC2)c1
  3% | -8% | 0%
O=C(N/N=C/c1ccc([N+](=O)[O-])o1)c1cc(-c2ccc(-c3ccccc3)cc2)nc2ccccc12
  10% | -3% | -4%
